SR-BI HDL uptake: inhibitors of mouse SR-BI mediated HDL lipid uptake; Q61009; AID 488896; inhibition, % at 12.5 µM; 320,000 tested, 0.96% active; ldlA[mSR-BI] CHO cells, DiI-HDL uptake fluorescence, 3 h;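 active = mean replicate inhibition of at least 70% and a set share of replicates each scoring 70 or more; inconclusive = meets just one of the two criteria; inactive = fails both criteria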;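 note: 0% = median of neutral control wells and 100% = median of positive control wells; values of inactives mirror those of a sister screen read the other way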
SR-BI uptake up: enhances SR-BI lipid uptake from DiI-HDL | CHO ldlA[mSR-BI] cells, DiI-HDL uptake fluorescence, 3 h; 100 = double the neutral-control signal | activation, % at 12.5 µM | 320,000 tested, 0.096% active;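 active = mean replicate activation of at least 60% and every replicate at or above 60%; inconclusive = mean or all-replicate condition met, but not both; inactive = mean below 60% and not all replicates reaching 60%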;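 note: 0% = median plate neutral-control signal and 100% = twice that signal; values of inactives mirror those of a sister screen read the other way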
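Test system: SR-BI-overexpressing, LDLR-lacking CHO cells; Also added: labelled HDL, 10 µg/mL; Measured by: bottom-read cell fluorescence after medium removal, ex 550/em 595 nm; Timing: 3 h uptake period with compound, 37 °C; Buffer or medium: F12, 0.5% BSA, 25 mM HEPES; Doses: single compound concentration, delivered by pin transfer.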
NSD2 HMT inh: inhibitors of human histone methyltransferase NSD2. O96028. NSD2 peptide methylation, AlphaScreen, 120 min. 310,000 tested, 0.54% active. inhibition, % at 12.5 µM; in the data active = inhibition above about 50%
Target sequence (O96028 whole entry, looked up): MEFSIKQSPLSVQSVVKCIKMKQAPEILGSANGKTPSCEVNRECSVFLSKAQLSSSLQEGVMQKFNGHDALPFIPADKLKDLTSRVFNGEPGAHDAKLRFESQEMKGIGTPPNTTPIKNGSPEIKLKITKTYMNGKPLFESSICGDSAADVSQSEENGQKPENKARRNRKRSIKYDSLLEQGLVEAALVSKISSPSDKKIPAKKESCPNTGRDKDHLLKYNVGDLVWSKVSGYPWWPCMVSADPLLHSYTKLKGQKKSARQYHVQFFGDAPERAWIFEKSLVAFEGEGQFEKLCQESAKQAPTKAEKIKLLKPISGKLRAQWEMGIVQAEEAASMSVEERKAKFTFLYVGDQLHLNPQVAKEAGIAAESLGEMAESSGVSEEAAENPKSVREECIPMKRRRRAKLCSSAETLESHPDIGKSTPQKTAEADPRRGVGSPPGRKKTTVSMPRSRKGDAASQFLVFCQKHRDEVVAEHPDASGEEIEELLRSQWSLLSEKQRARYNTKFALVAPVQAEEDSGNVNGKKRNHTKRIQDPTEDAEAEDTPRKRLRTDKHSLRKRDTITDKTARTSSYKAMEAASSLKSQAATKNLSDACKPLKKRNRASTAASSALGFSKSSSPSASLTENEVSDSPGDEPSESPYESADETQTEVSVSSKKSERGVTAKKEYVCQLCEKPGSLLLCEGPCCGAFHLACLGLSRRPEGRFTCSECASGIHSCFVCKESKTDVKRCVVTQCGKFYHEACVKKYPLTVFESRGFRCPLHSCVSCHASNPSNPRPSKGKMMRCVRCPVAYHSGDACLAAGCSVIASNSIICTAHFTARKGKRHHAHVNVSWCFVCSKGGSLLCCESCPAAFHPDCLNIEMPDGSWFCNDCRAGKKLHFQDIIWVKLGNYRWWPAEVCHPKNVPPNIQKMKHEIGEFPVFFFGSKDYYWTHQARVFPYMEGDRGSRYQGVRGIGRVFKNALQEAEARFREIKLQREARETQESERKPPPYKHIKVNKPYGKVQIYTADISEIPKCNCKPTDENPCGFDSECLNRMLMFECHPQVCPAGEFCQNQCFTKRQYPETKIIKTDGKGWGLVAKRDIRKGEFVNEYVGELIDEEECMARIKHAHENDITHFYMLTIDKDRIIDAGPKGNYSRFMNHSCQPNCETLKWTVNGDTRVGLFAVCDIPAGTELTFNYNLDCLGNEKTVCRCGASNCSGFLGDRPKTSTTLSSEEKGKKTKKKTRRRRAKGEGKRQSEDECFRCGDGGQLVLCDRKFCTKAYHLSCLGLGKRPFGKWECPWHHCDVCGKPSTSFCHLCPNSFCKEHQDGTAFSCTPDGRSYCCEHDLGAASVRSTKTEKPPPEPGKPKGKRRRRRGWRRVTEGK
Cardiac RTF inh: cardiac RTF calcium desensitization; inhibition, % at 7.15 µM; 340,000 tested, 0.12% active; IANBD-labeled cardiac RTF, Ca2+ fluorescence; P19429+P45379; AID 493244;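 active = inhibition above the mean inhibition of all tested compounds plus 3 SD, cut at about 17% in these data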;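 note: assay run at fixed EC70 calcium of 1.6 mM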
PvdQ acylase: P. aeruginosa PvdQ acylase inhibition; purified PvdQ acylase, fluorescence plate reader; 340,000 tested, 0.063% active; AID 488965; inhibition, % at 10 µM; in the data active = inhibition above about 30%, passing the limit was not always enough; inconclusive = no clear call, values can overlap the other calls;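 note: 0% = vehicle neutral wells and 100% = reference inhibitor wells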
Keap1 Nrf2 FP: Keap1-Nrf2 (human) interaction inhibition; Q14145; Keap1 Kelch-Nrf2 peptide fluorescence polarization, 1536-well; inhibition, % at 9.4 µM; 340,000 tested, 0.15% active; AID 504523; in the data active = inhibition above about 12%; inconclusive = no clear call, values can overlap the other calls; inactive = below about 7.3%;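 note: human Keap1 Kelch domain with fluorescein labeled Nrf2 9mer peptide probe; 0% = neutral control wells and 100% = peptide positive control; higher means more block of Keap1 binding to Nrf2 peptide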
LANA DNA inh: blocks KSHV LANA C-terminal domain binding to DNA | AID 504423 | MBP-C-LANA/FAM-LBS DNA binding, fluorescence polarization | 340,000 tested, 0.078% active | inhibition, % at 9 µM;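 active = highest replicate inhibition at or above 60% at 9 µM, even if other replicates fall short; inactive = all replicates below 60% inhibition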;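 note: 0% = neutral control wells and 100% = 4 µM acridine orange control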
Arrestin-AP2 inh: human beta-arrestin and AP2 interaction inhibition; FITC-arrestin peptide / GST-AP2 beads, flow cytometry; AP2 beta2 appendage carries R879A mutation; inhibition, % at 10 µM; 340,000 tested, 0.31% active;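 active = inhibition above a set limit, near 3 SD of compounds lacking own fluorescence, cut at about 54% in these data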;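 note: plate controls were DMSO wells for no effect and 5 µM unlabelled arrestin peptide for full effect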
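System: GST-AP2 R879A glutathione beads; medium: PBS, Tween 20 0.05%, BSA 0.1%; reagent: fluorescein-tagged arrestin peptide at 50 nM final; schedule: pre-incubation 12 min, peptide binding 1 h, room temperature; detection: flow cytometry, FL1 (488/535 nm); read-out: inhibition as reduced fluorescein signal on beads, percent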
DAGLB inhibitor: blocks human DAGLB lipase activity; Q8NCG7; HEK293T DAGLB membrane lysate, EnzChek fluorogenic substrate; inhibition, % at 5.17 µM; 340,000 tested, 0.059% active; AID 504411; in the data active = inhibition above about 34%;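 note: 0% = enzyme with vehicle and 100% = wells lacking enzyme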
PKA-R2B act: activates the human PKA-R2B holoenzyme complex | P22694+P31323 | AID 504700 | PKA-R2B holoenzyme dissociation, Cy5-IP20 fluorescence polarization; R2B truncated from residue 108, S112A mutant; 0% DMSO only, 100% 113 µM cGMP | activation, % at 11.4 µM | 340,000 tested, 0.079% active;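 active = activation above a cutoff set at the mean over all compounds plus 3 SD, cut at about 18% in these data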;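 note: higher means more holoenzyme dissociation and a rise in polarization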
Starred values were filed as active, the others as inactive; ? = inconclusive; / = not tested or not shown.

SMILES	SR-BI HDL uptake	SR-BI uptake up	NSD2 HMT inh	Cardiac RTF inh	PvdQ acylase	Keap1 Nrf2 FP	LANA DNA inh	Arrestin-AP2 inh	DAGLB inhibitor	PKA-R2B act
O=c1[nH]c2ccccc2c(O)c1-c1ccccc1[N+](=O)[O-]	0	0	3	14	8	5	1.5	39	1	6
CCCOc1ccc(-c2c(=O)n(OCC(=O)OCC)c3ccccc3[n+]2[O-])cc1	20	-20	/	0	1	-6	-4.3	8	-2	-3
COC(=O)c1cccc(Nc2nc(-c3ccncc3)nc3ccccc23)c1	48	-48	-2	-9	-13	-1	-2.5	-3	-1	8
O=C(c1ccc(S(=O)(=O)N2CCCC2)cc1)N1CCC(CN2C(=O)c3cccc4cccc(c34)C2=O)CC1	14	-14	-1	-10	-27	-5	-0.2	-1	1	2
COc1ccc2c(Cl)c(C(=O)NC3CCS(=O)(=O)C3)sc2c1 (configuration not stated)	26	/	1	-7	-9	-2	0.3	1	-1	-12
CCCCCCCCNC(=O)CC(NS(=O)(=O)c1ccc(NC(C)=O)cc1)C(C)C (configuration not stated)	0	0	1	-8	-15	-2	0.7	-8	-5	5
O=C(COC(=O)c1ccc[nH]c1=O)NC1CCCC1	1	-1	2	1	8	-2	-1.1	6	-2	-17
COc1ccc(CCN2CC34C=CC(O3)C(C(=O)NCc3ccccc3)C4C2=O)cc1OC (configuration not stated)	-1	1	1	-8	4	-5	0.2	13	0	2
CCOc1ccc(NC(=S)Nc2cc(OC)c(Cl)cc2OC)cc1	30	-30	5	-10	-9	-2	-1.7	-1	-4	-6
CSc1nnc(-c2sc3cc(Cl)ccc3c2Cl)n1C	34	-34	-1	-15	-7	-3	1.8	15	-5	2
Cc1nc(SCC(=O)O)c(C#N)c(C)c1CC(=O)c1ccccc1	-4	4	1	/	-1	4	0.0	28	/	/
CC(C)(C)C(=O)/C=c1\[nH]c(=O)/c(=C\c2ccc(F)cc2)s1	21	-21	6	-3	-9	-1	-1.1	-8	1	-2
COc1ccc(NC(=O)CCn2cccc2)cc1	-20	20	-1	2	14	0	1.7	3	5	0
Cc1n[nH]c(=O)c2c(NC(=O)COC(=O)c3ncc(Cl)c(Cl)c3Cl)oc(C)c12	-13	13	2	3	-26	-4	-1.2	5	-5	-5
Cc1cc2c(cc1C)NC1(C(=O)Nc3ccccc31)C1=C(CC(C)(C)CC1=O)N2 (configuration not stated)	-15	15	2	-3	27	2	-0.1	4	1	-5
CCOC(=O)C1CCN(C(=O)c2ccc3c(c2)C(=O)N(c2ccccc2C)C3=O)CC1	-10	10	-13	10	-14	-4	0.3	1	-2	-5
CCn1cc(C(=O)NCCO)c(=O)c2cc(F)c(N3CCN(C)CC3)cc21	-9	9	3	3	0	0	0.3	-7	-2	-1
COc1ccc(N2CCN(CCCNC(=O)c3cc4sccc4n3C)CC2)cc1	-4	4	11	-6	7	-3	0.0	19	1	-1
COc1cc(C2CC(=O)Oc3c2c(=O)n(C)c2ccccc32)cc(OC)c1OC (configuration not stated)	-6	6	-1	1	-15	-5	-0.9	16	-2	6
O=C(CSc1nnc(SCc2ccccc2)s1)N/N=C/c1c[nH]c2ccccc12	22	-22	-1	-14	-13	-5	-0.6	1	1	-4
CSc1ccccc1Sc1cc(C(=O)O)c2ccccc2n1	-49	49	-1	-4	-10	0	0.1	5	3	-14
COc1cccc(CC(=O)OCC(=O)NC2(C#N)CCCCC2)c1	-34	34	-2	-1	-7	-1	-0.8	-5	1	1
CCOC(=O)N1CCC(NCCNC(=O)c2ccc(Cl)cc2)CC1	-7	7	-2	-23	5	-3	2.5	11	0	-13
Cc1cc(N2CCN(C)CC2)nc2ccc(NC(=S)N3CCN(c4ccc(F)cc4)CC3)cc12	/	/	-2	-1	-10	4	-2.1	-21	3	13
COc1cccc(-c2nc3ccccc3s2)c1	-1	1	-1	-3	4	-2	-0.1	-2	-9	2
Cc1cc(O)cc(C)c1Cl	-14	14	/	2	-12	-4	-0.8	2	-1	8
Cc1ccc(N2C(=O)C3NN=C(C(=O)OCc4ccccc4)C3C2=O)c(C)c1 (configuration not stated)	-34	34	-1	1	5	-1	-0.4	30	-2	-5
Cc1cccc(NC(=O)C2CCCN2C(=O)Oc2ccccc2)c1 (configuration not stated)	-8	8	-8	-4	7	-2	0.9	9	2	-5
CC(C)c1nnc(NC(=O)C2CCN(C(=O)c3ccco3)CC2)s1	/	/	8	-18	-9	-1	1.2	-6	2	-1
CCCS(=O)(=O)N1CCCC(C(=O)NCC(OC)OC)C1 (configuration not stated)	-13	13	-1	11	-11	-3	-1.2	3	2	1
CCOC(=O)C(Cc1ccccc1)C(=O)NCc1cccnc1 (configuration not stated)	-16	16	-3	-2	11	6	3.6	36	-1	9
CCc1ccc(C(=O)NNC(=O)C2CC(=O)N(c3ccc4c(c3)OCCO4)C2)cc1 (configuration not stated)	13	-13	14	3	4	-5	-1.7	5	-3	2
CCN1CCCC1CNc1ncnc2c1[nH]c1ccc(F)cc12 (configuration not stated)	1	-1	75*	6	5	-4	-2.6	9	3	-11
O=C(CN1CCCC1)OCCCC1CCCCC1	0	0	2	0	-15	-3	-1.1	1	-2	-9
CN(C)c1nc(Oc2ccc(OCCOc3ccccc3)nn2)nc(N(C)C)n1	-8	8	-3	-16	-4	-4	0.8	-8	1	-4
COc1ccc(CCNC(=O)c2ccc3c(c2)NC(=O)C(N2CCOCC2)S3)cc1OC (configuration not stated)	7	-7	8	-3	-3	-3	-1.0	11	2	-7
Cc1ccc(-c2nn3c(C)nnc3s2)cc1NC(=O)c1ccc(-c2ccc(Cl)cc2Cl)o1	79*	-79	7	-6	10	-3	0.5	31	1	-8
Cc1noc(C)c1CSc1nc2ccccc2c(=O)n1-c1ccccc1	42	-42	1	5	-12	0	-0.2	-6	-4	6
O=c1c2cn[nH]c2nc(SCc2ccccc2F)n1-c1ccc(Br)cc1	-8	8	0	-14	-27	1	-0.2	-2	-2	-3
CC(=O)c1c(C)nn(C(=O)N2CCOCC2)c1C	-22	22	-2	-1	-6	1	0.7	-8	-4	2
Cc1onc(-c2ccccc2)c1C(=O)NCc1ccccn1	-122	?	-8	-13	-9	1	-1.0	-7	-2	-4
O=C(Nc1ccc2snnc2c1)N1CCOCC1	-6	6	0	-5	-7	0	0.8	2	2	-1
Cc1cccc(NC2SC(=O)N(c3ccccc3)C2=O)c1 (configuration not stated)	-3	3	-3	8	-6	0	1.4	5	0	6
COc1ccc(C2CC(c3ccccc3OC(C)=O)=NN2C(=O)/C=C/c2ccccc2)cc1 (configuration not stated)	31	-31	25	-6	-6	-1	0.7	-5	-6	-9
CC(C)NC(=O)N(C)C[C@H]1Oc2ccc(NS(=O)(=O)c3ccccc3)cc2C(=O)N([C@H](C)CO)C[C@@H]1C	-18	18	/	-5	-10	1	0.2	-2	-3	-4
O=C(Nc1ccccc1C(=O)O)c1cccc(C(=O)Nc2ccccc2C(=O)O)c1	-29	29	-1	5	14	1	-0.7	20	11	6
O=C(COC(=O)CCC(=O)c1cccs1)NCc1ccco1	-28	28	0	2	1	-6	1.3	3	0	10
CN(CCc1ccccn1)C(=O)CCC1CCCN(Cc2ccccc2OC(F)F)C1 (configuration not stated)	-13	13	-2	4	4	-1	0.8	51	-1	-8
CC(C)(C)C(=O)Nc1ccc(C(=O)N/N=C/c2ccccc2OC(=O)c2ccc(Cl)cc2Cl)cc1	94*	-94	0	-9	-10	4	-1.5	0	1	6
O=[N+]([O-])c1ccc(N2CCN(S(=O)(=O)c3ccccc3[N+](=O)[O-])CC2)cc1N1CCc2ccccc2C1	23	-23	30	13	-7	-5	-0.3	-3	2	-7
Cc1cccc(N2CCN(C(=O)COc3ccc4ccc(=O)oc4c3)CC2)c1C	51	-51	-1	-1	-8	-2	-0.2	6	0	-4
N#C/C(=C\c1ccc(Sc2ccc(Cl)cc2)o1)c1nc2ccccc2[nH]1	-22	22	0	-18	-13	-2	4.6	4	-4	-3
CCOc1ccc(C(=O)Nc2nnc(S(=O)(=O)N(C)Cc3ccco3)s2)cc1	7	-7	-2	-7	4	-2	0.4	1	-3	-6
CCOC(=O)C1CCCN(C2=NC(=O)/C(=C/c3ccc(O)c(OCC)c3)S2)C1 (configuration not stated)	58	-58	1	-6	-9	-13	-12	-1	0	4
COc1ccc([N+](=O)[O-])cc1NC(=S)Nc1ccccc1	20	-20	/	-12	-14	0	0.9	-1	-2	-8
CCC(C)(C)n1nnnc1CN1CCC(NC(=O)c2ccc(Br)cc2)CC1	20	-20	0	-9	-15	-4	-0.1	0	2	13
CN(C1CCS(=O)(=O)C1)S(=O)(=O)c1ccccc1[N+](=O)[O-] (configuration not stated)	-16	16	-2	-3	-1	0	-0.2	6	1	-9
O=C(O)c1c2c(nc3ccccc13)-c1ccccc1CC2	-13	13	0	-6	-6	-3	1.9	40	0	-7
COc1ccc2c(c1)N(C)/C(=C1/SC(=S)N(NC(C)=O)C1=O)S2	11	-11	-1	-4	11	4	4.9	11	-1	-2
S=c1[nH]c2ccc3ccccc3c2[nH]1	-10	10	-3	16	-7	1	-0.2	1	0	5
O=C(Nc1ccc([N+](=O)[O-])cc1)OCCc1ccccn1	-1	1	17	-8	-7	4	0.2	5	3	1

Whole records, quoted from the list.
CC(C)NC(=O)N(C)C[C@H]1Oc2ccc(NS(=O)(=O)c3ccccc3)cc2C(=O)N([C@H](C)CO)C[C@@H]1C is entered as SR-BI HDL uptake = -18; SR-BI uptake up = 18; NSD2 HMT inh = /; Cardiac RTF inh = -5; PvdQ acylase = -10; Keap1 Nrf2 FP = 1; LANA DNA inh = 0.2; Arrestin-AP2 inh = -2; DAGLB inhibitor = -3; PKA-R2B act = -4
O=C(Nc1ccc([N+](=O)[O-])cc1)OCCc1ccccn1 is entered as SR-BI HDL uptake = -1; SR-BI uptake up = 1; NSD2 HMT inh = 17; Cardiac RTF inh = -8; PvdQ acylase = -7; Keap1 Nrf2 FP = 4; LANA DNA inh = 0.2; Arrestin-AP2 inh = 5; DAGLB inhibitor = 3; PKA-R2B act = 1

Assay outcomes (PubChem BioAssay)
